# CRFR2-BP antag – antagonists of CRF-BP/CRF-R2 complex, primary screen, cell-based, HEK293, calcium dye fluorescence, uHTS; hit rate 0.59% among 350,000; inhibition, % at 11.8 µM; CRF-induced calcium fluorescence;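 active = inhibition of the ligand-induced calcium signal above about 50% at the single tested concentration, limit read from the data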
# MEKK2 WT-MEK5 – modulators of MEK5 binding to wildtype MEKK2, primary screen, biochemical, multiplex bead flow cytometry, Alexa488-MEK5. hit rate 1.1% among 290,000. binding response (% of control), % at 10 µM. Alexa488-MEK5 binding to MEKK2 WT; actives lie on both sides. Mitogen-activated protein kinase kinase kinase 2 (Homo sapiens), Q9Y2U5; in the data active = binding response below about 67% or above about 130%
# HCV NS3 hel inh – inhibitors of HCV NS3 helicase, primary screen, biochemical, Cy5 molecular beacon fluorescence | inhibition, % at 10.9 µM | hit rate 0.56% among 290,000 | Hepatitis C virus NS3 helicase | NS3 helicase DNA unwinding;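 active = inhibition above the mean of all tested compounds plus 3 SD, set per campaign, cut at about 35% in these data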;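 note: 0% = DMSO wells and 100% = thioflavine S control wells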
#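 Assay system – hepatitis C virus NS3 helicase domain fragment enzyme · Buffer or medium – MOPS pH 6.5, MgCl2, DTT, Tween20, BSA · Reagent – Cy5/quencher beacon DNA duplex and ATP to start · Compound – single 10.9 µM dose · Timing – 1 h at 25 °C · Technique – Cy5 beacon fluorescence read at start and 1 h · Measure – % inhibition of unwinding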
# CRFR2-BP ag – agonists of CRF-BP/CRF-R2 complex, primary screen, cell-based, HEK293, calcium dye fluorescence, uHTS | calcium dye fluorescence (FLIPR); percent of saturating CRF peptide response | CRF-binding protein / CRF receptor 2 complex (human) | hit rate 0.46% among 350,000 | activation, % at 13.2 µM;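 active = activation of at least 50%, plus an integration ratio under a set limit after plate pattern correction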;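 note: plate controls were neutral control wells without compound for no effect and CRF at EC100 for full effect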
# MEKK2mut PB1 HTS – MEK5 binding signal on mutant MEKK2 PB1, primary screen, biochemical, multiplex bead flow cytometry, Alexa488-MEK5 | hit rate 0.35% among 290,000 | percent response, % at 10 µM | AID 1530, 2009 | Alexa488-MEK5 binding to MEKK2 mutant; in the data active = percent response above about 24%, passing the limit was not always enough; note: inactives centre near 1; some results filed as inactive read as strong as hits; reference of the scale not given here
# MEKK3 PB1 HTS – modulators of MEKK3-MEK5 PB1 binding, primary screen, biochemical, wildtype MEKK3, multiplex bead flow cytometry, Alexa488-MEK5 | bead-based flow cytometry, Alexa488-MEK5 binding to MEKK3; actives lie on both sides; 0 = blocked by unlabeled MEK5, 100 = vehicle | binding response (% of control), % at 10 µM | hit rate 1.4% among 290,000 | AID 1529, 2009;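 active = binding response more than 3 SD above or below the average of its plate-row segment, actives on both sides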;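 note: Alexa488 bead fluorescence after subtracting the streptavidin-only scavenger bead signal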
# Target sequence (Q99759 whole entry, looked up): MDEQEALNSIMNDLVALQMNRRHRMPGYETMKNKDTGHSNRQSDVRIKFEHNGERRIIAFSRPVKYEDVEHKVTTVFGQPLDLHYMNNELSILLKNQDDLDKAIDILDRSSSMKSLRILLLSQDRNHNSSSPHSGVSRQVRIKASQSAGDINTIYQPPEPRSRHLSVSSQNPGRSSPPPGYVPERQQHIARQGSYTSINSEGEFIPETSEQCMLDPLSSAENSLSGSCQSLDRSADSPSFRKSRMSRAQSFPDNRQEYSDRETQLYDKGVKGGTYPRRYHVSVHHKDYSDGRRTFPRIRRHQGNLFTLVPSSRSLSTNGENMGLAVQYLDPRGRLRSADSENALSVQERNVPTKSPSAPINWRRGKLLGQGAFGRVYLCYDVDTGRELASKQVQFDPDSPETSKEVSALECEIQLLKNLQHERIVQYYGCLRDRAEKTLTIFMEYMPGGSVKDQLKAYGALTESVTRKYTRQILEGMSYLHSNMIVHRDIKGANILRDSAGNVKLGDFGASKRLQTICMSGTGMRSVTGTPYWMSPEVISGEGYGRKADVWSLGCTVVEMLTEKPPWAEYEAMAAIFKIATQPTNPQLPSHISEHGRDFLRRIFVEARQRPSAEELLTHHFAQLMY
# UBC9 SUMO inh – inhibitors of in vitro SUMOylation cascade, primary screen, biochemical, HTRF, uHTS. SUMO-conjugating enzyme UBC9 (Homo sapiens), P63279. HTRF SUMOylation assay, SAE1/SAE2 + UBC9. inhibition, % at 35 µM. hit rate 0.36% among 290,000. AID 2006, 2009; in the data active = inhibition above about 50%, passing the limit was not always enough; note: strong numbers were not always called active
# GalR3 antag – GalR3 antagonists in HEK293 cells, primary screen, cell-based, fluorescence readout; inhibition, % at 3 µM; AID 651719, 2012; hit rate 0.44% among 360,000; HEK293 GalR3-CNG cAMP membrane potential fluorescence; galR3 body fused to GalR1 C-terminus;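 active = inhibition above the screen-wide average plus 3 SD, cut at about 13% in these data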;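 note: forskolin and galanin both at EC90 stimulate the cells; cAMP rise reported by CNG channel membrane potential dye signal; 0% = forskolin plus galanin with DMSO and 100% = forskolin alone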
# Target sequence (O60755 1-299 limits assumed): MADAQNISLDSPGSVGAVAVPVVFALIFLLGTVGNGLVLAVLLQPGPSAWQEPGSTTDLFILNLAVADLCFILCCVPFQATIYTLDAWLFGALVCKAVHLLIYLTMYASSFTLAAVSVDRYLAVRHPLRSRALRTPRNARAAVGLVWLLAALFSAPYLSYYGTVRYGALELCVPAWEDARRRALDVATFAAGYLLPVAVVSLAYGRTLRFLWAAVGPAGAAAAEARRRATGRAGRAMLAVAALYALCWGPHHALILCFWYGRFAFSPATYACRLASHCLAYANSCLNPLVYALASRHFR
# DNA FID counter – compounds displacing fluorescent DNA intercalator, primary screen, artefact control for HCV NS3 helicase inhibitor project, biochemical, FID fluorescence; DNA fluorescent intercalator displacement; inhibition, % at 7.9 µM; hit rate 0.17% among 290,000; AID 1845, 2009; in the data active = inhibition above about 37%;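 note: 0% = vehicle and 100% = reference compound; higher means more ethidium bromide displaced from hairpin DNA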
# An asterisk follows results filed as active; · = not tested or not shown. These rows are one share of the data (hit frequency here may not be typical).
SMILES,CRFR2-BP antag,MEKK2 WT-MEK5,HCV NS3 hel inh,CRFR2-BP ag,MEKK2mut PB1 HTS,MEKK3 PB1 HTS,UBC9 SUMO inh,GalR3 antag,DNA FID counter
Cc1oc(-c2ccccc2Cl)nc1CS(=O)CC(=O)NC1CC1 (centres undefined),3,101,25,-2.0,0,99,8,0,-24
Cc1nc(-c2ccc(Cl)cc2)sc1C1(C)CC(c2ccccc2F)=NO1 (centres undefined),8,93,·,2.1,8,113,-29,-4,·
COc1ccc(C2C(C(=O)c3sc(C)nc3C)=C(O)C(=O)N2CCN(C)C)cc1 (centres undefined),3,109,0,0.0,6,105,14,-5,0
COC(=O)c1cccc(NC(=S)N2CCOCC2)c1,3,101,3,-1.7,1,104,12,-5,4
CCn1c(SCc2nc3ccccc3c(=O)[nH]2)nnc1-c1cccnc1,-4,100,6,-2.1,6,104,-1,-6,-9
CCc1ccc(N2C(=O)CC(N(CC3CCCO3)C(=O)/C=C/C(=O)O)C2=O)cc1 (centres undefined),11,100,3,1.6,1,103,13,-3,-3
CCSc1nc2ccccc2n1C(=O)c1ccc(S(=O)(=O)N2CCCCCC2)cc1,2,110,0,-3.0,2,99,0,-3,-5
CC1CCN(Cc2nc(Cl)c3c4c(sc3n2)CCC4)CC1,-44,109,7,5.1,14,101,9,4,-2
COc1ccccc1N=Nc1c(C)[nH]n(-c2ccccc2)c1=O,1,111,0,0.0,3,105,-10,-7,-2
Cc1ccc(F)c(NC(=S)Nc2cccc3ccccc23)c1,·,98,52*,·,5,100,97,-1,1
O=C(CCN1C(=O)c2ccccc2C1=O)Nc1ccc(F)cc1,-12,98,-6,0.4,-3,98,8,0,1
Cc1ccc(N(C)S(=O)(=O)c2ccc(-c3ccc(=O)[nH]n3)s2)cc1C,3,98,6,0.7,-1,96,0,-5,-14
Cc1cc(NC(=O)COc2cccnc2[N+](=O)[O-])no1,13,109,-3,1.0,4,108,21,-3,-1
CC1CCC(C(C)C)C(OCC(O)CN2CCCC(C)C2)C1 (centres undefined),-5,113,-7,-1.0,2,116,-9,-4,31
CC(=O)NC(CC(C)C)C(=O)NC(CO)C(=O)NC(CCC(=O)O)C(=O)NC(C)C(=O)NC(CC(C)C)C(N)=O (centres undefined),17,105,·,0.8,4,103,·,-3,·
COC(=O)c1cc(NS(=O)(=O)c2ccc(C(C)C)cc2)ccc1N1CCOCC1,-20,91,13,-2.7,-12,91,23,-5,-28
COC(=O)c1cnc(NNS(=O)(=O)c2ccc(C(F)(F)F)cc2)nc1C(F)(F)F,-9,102,2,-0.5,0,98,-6,-6,-7
COc1ccc(C=NCCC2(O)CC(C)N(C)CC2C)cc1 (centres undefined),-6,112,1,1.3,7,106,15,-5,3
COC(=O)[C@@H](NC(=O)NCCC1=CCCCC1)C(C)C,-3,101,-4,-0.8,4,102,-7,-3,-8
CCn1nnc(-c2ccccc2NC(=O)c2cc(OC)c(OC)c(OC)c2)n1,0,89,-2,-1.3,-12,86,20,-2,-11
COc1ccccc1CNC(=O)C(NC(=O)c1ccccc1)C(C)C (centres undefined),-22,92,-4,0.1,-5,94,8,-3,-9
CN(CC(=O)Nc1ccc2c(c1)CCC2)CC(=O)Nc1ccccc1Br,17,102,-14,-1.6,-2,100,1,-2,-31
Cc1sc(NC(=O)c2ccco2)c(C(Nc2ccccn2)c2ccccc2)c1C (centres undefined),1,100,-10,-1.9,10,104,-8,-1,-3
CC1=C(C#N)C(c2cccnc2)C2=C(N1)c1ccccc1C2=O (centres undefined),7,75,2,-0.7,-11,66,28,-2,-6
Cc1cc(C)nc(SCC(=O)c2ccc(F)cc2)n1,11,103,-3,-1.8,1,105,9,-7,-11
Cc1n[nH]c(C)c1S(=O)(=O)N(CC(=O)Nc1ccc2c(c1)OCCO2)c1ccc(C(C)C)cc1,-5,108,-7,1.1,3,108,-14,0,-31
CCNc1c([N+](=O)[O-])ncn1C,-15,105,-2,-0.7,2,100,-9,5,-1
NCc1c(O)ccc2ccccc12,·,98,1,·,8,103,18,-9,-2
CC(=O)C1=C(c2ccccc2)OC(N)=C(C#N)C1c1ccccc1F (centres undefined),19,94,3,-0.2,-3,95,-7,1,-10
Cc1cnn(-c2cc(N/N=C/c3ccc(F)cc3)ncn2)c1,-7,103,-1,-1.0,4,105,-1,-7,0
COc1ccc(NC2CCCN(C(=O)CCCN3CCCCC3=O)C2)cc1 (centres undefined),5,101,2,1.4,-5,99,4,0,-14
Cc1cc(C)n(-c2nnc(NC34CC5CC(CC(C5)C3)C4)nn2)n1,-39,64,20,-0.3,-4,94,4,-3,-2
COc1cccc(CN(C)CC(=O)Nc2sc3c(c2C#N)CCC3)c1,-21,99,12,2.2,1,100,10,1,-7
CCOc1ccccc1CNC(=O)C(C)n1nc(C)c2c(C)n(-c3ccccc3)nc2c1=O (centres undefined),13,104,0,0.5,2,100,24,-9,-44
Cn1ccnc1/C(=N\NC(=O)c1ccccc1)c1cccc([N+](=O)[O-])c1,1,94,-3,-3.5,-6,97,10,6,0
COCCN1C2=C(C(=O)CC(C)(C)C2)C(c2ccc(O)c(OC)c2)C2=C1CC(C)(C)CC2=O,-5,108,9,1.0,3,106,9,-4,-28

# Nothing new here: entries from further up.
SMILES,CRFR2-BP antag,MEKK2 WT-MEK5,HCV NS3 hel inh,CRFR2-BP ag,MEKK2mut PB1 HTS,MEKK3 PB1 HTS,UBC9 SUMO inh,GalR3 antag,DNA FID counter
Cc1ccc(N(C)S(=O)(=O)c2ccc(-c3ccc(=O)[nH]n3)s2)cc1C,3,98,6,0.7,-1,96,0,-5,-14
Cc1cc(NC(=O)COc2cccnc2[N+](=O)[O-])no1,13,109,-3,1.0,4,108,21,-3,-1
CC1CCC(C(C)C)C(OCC(O)CN2CCCC(C)C2)C1 (centres undefined),-5,113,-7,-1.0,2,116,-9,-4,31
CC(=O)NC(CC(C)C)C(=O)NC(CO)C(=O)NC(CCC(=O)O)C(=O)NC(C)C(=O)NC(CC(C)C)C(N)=O (centres undefined),17,105,·,0.8,4,103,·,-3,·
COC(=O)c1cc(NS(=O)(=O)c2ccc(C(C)C)cc2)ccc1N1CCOCC1,-20,91,13,-2.7,-12,91,23,-5,-28
COC(=O)c1cnc(NNS(=O)(=O)c2ccc(C(F)(F)F)cc2)nc1C(F)(F)F,-9,102,2,-0.5,0,98,-6,-6,-7
COc1ccc(C=NCCC2(O)CC(C)N(C)CC2C)cc1 (centres undefined),-6,112,1,1.3,7,106,15,-5,3
COC(=O)[C@@H](NC(=O)NCCC1=CCCCC1)C(C)C,-3,101,-4,-0.8,4,102,-7,-3,-8
CCn1nnc(-c2ccccc2NC(=O)c2cc(OC)c(OC)c(OC)c2)n1,0,89,-2,-1.3,-12,86,20,-2,-11
COc1ccccc1CNC(=O)C(NC(=O)c1ccccc1)C(C)C (centres undefined),-22,92,-4,0.1,-5,94,8,-3,-9
CN(CC(=O)Nc1ccc2c(c1)CCC2)CC(=O)Nc1ccccc1Br,17,102,-14,-1.6,-2,100,1,-2,-31
Cc1sc(NC(=O)c2ccco2)c(C(Nc2ccccn2)c2ccccc2)c1C (centres undefined),1,100,-10,-1.9,10,104,-8,-1,-3
CC1=C(C#N)C(c2cccnc2)C2=C(N1)c1ccccc1C2=O (centres undefined),7,75,2,-0.7,-11,66,28,-2,-6
Cc1cc(C)nc(SCC(=O)c2ccc(F)cc2)n1,11,103,-3,-1.8,1,105,9,-7,-11
Cc1n[nH]c(C)c1S(=O)(=O)N(CC(=O)Nc1ccc2c(c1)OCCO2)c1ccc(C(C)C)cc1,-5,108,-7,1.1,3,108,-14,0,-31

# Carrying on.
SMILES,CRFR2-BP antag,MEKK2 WT-MEK5,HCV NS3 hel inh,CRFR2-BP ag,MEKK2mut PB1 HTS,MEKK3 PB1 HTS,UBC9 SUMO inh,GalR3 antag,DNA FID counter
CCCc1nc2sc3ccccc3c(=O)c2c(=O)n1Cc1ccc(OC)cc1,-6,87,-8,-0.6,-21,82,14,-1,-6
Cc1cccc(NC(=O)/C=C/c2cccs2)n1,1,83,67*,1.1,-9,84,5,-4,-4
CCn1cc(Cl)c(C(=O)Nc2ccccc2C(N)=O)n1,9,103,-5,1.8,5,100,9,-3,3
CN(CC(=O)NC(=O)NC(C)(C)C)CC(=O)Nc1ccccc1Cl,5,94,13,-2.7,1,90,2,-7,-29
Brc1ccc2ncc(Br)cc2c1,8,109,7,-0.2,3,103,-9,-2,-1
NS(=O)(=O)c1ccc(CCNC(=O)C(=O)C2C(=O)Nc3ccccc32)cc1 (centres undefined),20,102,0,0.1,1,103,21,-7,1
COCCn1nnnc1C(c1cccc(C#N)c1)N1CCCCCC1 (centres undefined),-12,96,0,-1.4,-3,95,2,-3,-11
COC(=O)Sc1nc(N2CCOCC2)c2c(c1C#N)CC(C)(C)OC2,-8,97,6,0.9,4,96,18,-1,-7
O=C(CCc1nc(-c2cccs2)no1)Nc1cnc2ccccc2c1,-1,100,1,-0.7,0,102,21,-8,-1
COc1ccc(CCN2C(=O)CSC2=Nc2ccc(C)cc2C)cc1OC,10,100,8,0.3,1,96,-16,2,-6
O=C(c1ccc(N2C(=O)C3C4c5ccccc5C(c5ccccc54)C3C2=O)cc1)N1CCOCC1 (centres undefined),9,121,-5,-0.2,0,112,2,1,-35
Cc1cc(=O)[nH]c(SCC(=O)c2ccc(C(C)C)cc2)n1,32,103,-2,-0.9,6,103,0,1,-20
COc1ccc(N(C(=O)/C=C/C(=O)Nc2cc(C)on2)C(C(=O)NC2CCCC2)c2ccccc2C)cc1 (centres undefined),-2,92,-10,0.0,-3,94,-13,-3,-43
O=C(NCCCNC(=O)c1ccccn1)c1ccc(Br)cc1,23,102,14,-1.9,-1,99,-4,-5,-13
Cc1cccc(C)c1OCC(=O)Nc1cccc(-c2nnc(-c3ccccc3)o2)c1,-7,96,-1,8.2,1,101,-17,-5,-10
O=C(O)CC(c1ccc(F)cc1F)N1Cc2ccccc2C1=O (centres undefined),12,102,9,0.2,2,101,-7,·,-8
COc1ccc(CC(C)N2CCN(Cc3ccccc3)CC2)cc1OC (centres undefined),0,107,-70,0.8,7,103,-2,·,38*
c1ccc(Cn2nc(-c3ccccc3)nc2-c2ccccc2)cc1,-28,98,2,8.2,-2,99,13,-3,-27
CN(C)c1ccc(CNC(=O)CCS(=O)(=O)c2ccc3c(c2)n(C)c(=O)c(=O)n3C)cc1,8,101,6,-2.2,2,98,14,·,-8
CC(=O)N1CCCN(C(=O)c2cc(COc3c(F)cccc3F)on2)CC1,-2,101,6,0.1,3,101,-5,6,-11
